# RNase H inhibition: RNase H inhibition, HIV 1 Gag Pol polyprotein, FRET biochemical assay, screening (AID 372); HIV-1 RT RNase H, FRET RNA/DNA substrate fluorescence; higher % means a stronger effect; one-dose inhibition, % at 10 µM; IC50 in µM for titrated hits; hit rate 0.77% among 100,000; in the data active means inhibition above about 50%
# * = called active by the depositor; & = joins results of further samples.
SMILES,RNase H inhibition
O=C(Nc1ccccc1)c1ccc2c(c1)C(=O)N(c1cccc(N3C(=O)c4ccc(C(=O)Nc5ccccc5)cc4C3=O)n1)C2=O,8.0%
COc1cc(/C=N/Nc2ccc3ccccc3n2)c([N+](=O)[O-])cc1OC,1.0%
CCc1c(C)sc(NC(=O)c2cccs2)c1C(N)=O,43.0%
Cc1ccc(C)c(OCCN2CCCC2)c1,9.0%
Cc1ccc(-c2c3c(nc4sc(C(=O)c5ccc(Cl)cc5)c(N)c24)CCCC3)o1,7.0%
CCOC(=O)C1=C(C)N=c2s/c(=C\c3ccc(-c4ccc(C)c([N+](=O)[O-])c4)o3)c(=O)n2C1c1ccc(OC)cc1OC (stereo not drawn),18.0%
O=[N+]([O-])c1cc2c(cc1/C=N/Nc1nncc(-c3ccccc3)n1)OCO2,20.0%
Cc1ccc(NC(=O)C(=O)NC2CC2)c(C)c1,6.0%
CCOC(=O)c1ccc(N2NC(=O)/C(=C/c3ccccc3O)C2=O)cc1,14.0%
CCOC(=O)c1cc(-c2ccccc2)oc1CN1CCOCC1,3.0%
CCOc1ccc(OCCCOc2c(Cl)cccc2Cl)cc1,20.0%
COc1ccc(-c2ccccc2)cc1NCc1ccc(C)s1,17.0%
CCOc1nc(-c2ccccc2)cc(-c2ccccc2)n1,9.0%
CCOc1cc(/C=C2/SC(=S)NC2=O)cc(I)c1O,32.0%
CCCCc1ccc(/C=C2/C(=O)ON=C2c2ccccc2)s1,22.0%
N#C/C(=C/c1ccc(-c2ccccc2C(=O)O)o1)C(=O)Nc1cccc(Br)c1,17.0%
CC1=C(C(=O)Nc2ccc(Br)cc2)C(c2ccc(F)cc2)NC(=O)N1 (stereo not drawn),5.0%
O=C(NCc1ccc2c(c1)OCO2)c1ccc(F)cc1,0.0%
CCOC(=O)N1N=C(C)CC1(O)c1ccccc1 (stereo not drawn),14.0%
CCOc1cc(/C=c2/sc3nc4ccccc4n3c2=O)cc(Br)c1O,27.0%
CC(=O)c1cc(O)cc(S(=O)(=O)c2ccc(C)cc2)c1O,8.0%
Cc1cc(S(=O)(=O)N2CCCC2C(=O)O)c(C)cc1Cl (stereo not drawn),3.0%
Cn1c(=O)cc(NC2CCCCC2)[nH]c1=O,4.0%
CC(=O)C1=C(O)C(=O)N(CCN(C)C)C1c1ccc(Br)cc1 (stereo not drawn),1.0%
COc1cc(C)ccc1OCCCCOc1ccc2ccccc2c1,13.0%
CCN(CC)CCCCOc1ccc(C)cc1Cl,21.0%
Cc1ccc(OCC(=O)Nc2nc(-c3ccc(Br)cc3)cs2)cc1C,11.0%
Cc1cc2ncn(CC(O)COc3ccc(Br)cc3)c2cc1C (stereo not drawn),9.0%
O=C(N/N=C/c1ccco1)c1cc(-c2ccc3ccccc3c2)n[nH]1,44.0%
CC(C)CCNC(=O)c1ccc(Cl)cc1Cl,9.0%
COc1ccc(/C=N/N(C)C2=NS(=O)(=O)c3cc([N+](=O)[O-])ccc32)cc1Br,10.0%
COc1ccccc1OCCOc1ccc(Br)cc1Cl,12.0%
CC(C)(C)C1CCC2(CC1)NC(=S)N(c1ccccc1)N2 (stereo not drawn),30.0%
Cc1cc(Br)c2c(c1)c(N=NC(=O)c1ccc([N+](=O)[O-])cc1)c(O)n2C,5.0%
CC(=O)c1c(N2CCN(c3ccccc3)CC2)nc(=S)n(-c2ccccc2)c1C,0.0%
CC(C)N(Cc1ccccc1)S(=O)(=O)c1ccc(F)cc1,0.0%
CCCOC(=O)C1=C(C)NC2=C(C(=O)CC(c3ccc(OC)cc3)C2)C1c1ccccc1OC(C)C (stereo not drawn),0.0%
COc1ccc(N(CC(=O)NCCSCc2ccc(Cl)cc2)S(C)(=O)=O)cc1Cl,38.0%
O=C(/C=C/c1ccccc1)OCc1ccc(F)cc1F,26.0%
CCOC(=O)c1c(NC(=O)C(C(C)C)N2C(=O)c3ccccc3C2=O)sc2c1CCCC2 (stereo not drawn),6.0%

# Reformatted with each value named: four of the compounds above.
Structure: COc1cc(/C=N/Nc2ccc3ccccc3n2)c([N+](=O)[O-])cc1OC
  RNase H inhibition: 1.0%
Structure: CCc1c(C)sc(NC(=O)c2cccs2)c1C(N)=O
  RNase H inhibition: 43.0%
Structure: Cc1ccc(C)c(OCCN2CCCC2)c1
  RNase H inhibition: 9.0%
Structure: Cc1ccc(-c2c3c(nc4sc(C(=O)c5ccc(Cl)cc5)c(N)c24)CCCC3)o1
  RNase H inhibition: 7.0%

# Carrying on:
SMILES,RNase H inhibition
COn1c(=O)c(=O)n(OC)c2ccccc21,12.0%
COC(=O)c1ccccc1NC(=O)CSC(N)=O,13.0%
COC(=O)c1ccc(NC(=O)COc2c(C)cc(Cl)cc2Cl)cc1,13.0%
COc1ccc(NC2=Nc3cccc4cccc2c34)cc1,16.0%
O=C(NCc1ccccc1)C(=O)N/N=C/c1ccccc1Cl,10.0%
O=C(Nc1cccc(Cl)c1Cl)c1ccccc1[N+](=O)[O-],7.0%
Cc1ccc(C(=O)NCC(=O)c2ccc(-c3ccccc3)cc2)cc1,11.0%
CCCOn1nnc2ccc([N+](=O)[O-])cc21,10.0%
CC(C)(C(=O)c1ccccc1)/[N+]([O-])=C/c1ccc(Br)cc1,7.0%
CCOc1ccc(/C=N/NC(=O)CN2CCCCCCC2)cc1,4.0%
N#C/C(=C\c1ccco1)C(=O)NCc1ccccc1,9.0%
O=C1NN(c2ccc(I)cc2)C(=O)/C1=C\c1ccc2c(c1)OCO2,16.0%
COc1ccc(/C=C/C(=O)NCc2ccc(C)cc2)cc1OC,9.0%
N#C/C(=C\c1c(Cl)cccc1Cl)c1nc2ccccc2s1,9.0%
O=C1NC(=S)S/C1=C\c1ccc(-c2ccc(Cl)c(C(=O)O)c2)o1,18.0%
O=C(NCCOc1ccccc1F)c1ccc(Cl)cc1Cl,5.0%
Cc1cccc(NC(=O)C(=O)NCCO)c1C,5.0%
Cc1ccc(S(=O)(=O)N(CC(=O)N2CCCCCC2)c2cc(C)cc(C)c2)cc1,4.0%
CCOC(=O)C12CC3CC(C1)CC(C(=O)OCC)(C3)C2,0.0%
COc1cccc(/C=N/NC(=O)c2ccc(O)cc2)c1,0.0%

# Some of these compounds in order of formula weight, ascending:
SMILES,RNase H inhibition
O=C(NCCOc1ccccc1F)c1ccc(Cl)cc1Cl,5.0%
N#C/C(=C\c1c(Cl)cccc1Cl)c1nc2ccccc2s1,9.0%
COC(=O)c1ccc(NC(=O)COc2c(C)cc(Cl)cc2Cl)cc1,13.0%

# Continued.
SMILES,RNase H inhibition
COc1cc(C)ccc1OCCCCOc1cc(C)c(C)cc1Br,15.0%
Fc1cccc(-c2nc3ccccc3[nH]2)c1,14.0%
O=C(Nc1ccccc1F)c1cncc(Br)c1,14.0%
Clc1ccc(C2=CSC3=NCCN23)cc1,6.0%&5.0%
O=C1C(Nc2ccccc2)=CC(c2ccc3c(c2)OCO3)N1c1ccccc1 (stereo not drawn),7.0%
N#C/C(=C\c1ccc(Br)o1)c1nc(-c2ccc(Br)cc2)cs1,8.0%
CCOC(=O)c1c(NC(=O)C2CCCCC2)sc(C(=O)Nc2ccccc2F)c1C,8.0%
O=C(NCc1cccnc1)c1nn2c(c1Cl)NC(c1ccccc1)CC2C(F)(F)F (stereo not drawn),4.0%
O=C1CC(c2ccccc2)CC(O)=C1C=Nc1cc(Cl)ccc1Cl (stereo not drawn),15.0%
CC1CCCN(C2=NC(=O)/C(=C\c3ccc(O)cc3)S2)C1 (stereo not drawn),24.0%
O=C1c2ccccc2NC(c2ccccc2F)N1c1ccc(Cl)cc1 (stereo not drawn),5.0%
CCSCCOC(=O)C1=C(C)NC2=C(C(=O)CC(C)(C)C2)C1c1coc2ccc(C)cc2c1=O (stereo not drawn),3.0%
Cc1n[nH]c(=S)n(/N=C/c2ccc3c(c2)OCO3)c1=O,12.0%
O=C(Nc1cccnc1)c1cc2nc(-c3ccc(Cl)cc3)cc(C(F)(F)F)n2n1,9.0%
O=C(Nc1ccccc1OCC(F)(F)C(F)F)c1ccc(Cl)c([N+](=O)[O-])c1,2.0%
Cc1ccc(NC(=O)C(c2ccccc2)c2ccccc2)c([N+](=O)[O-])c1,13.0%
Cc1[nH]nc(Nc2cccc(C(=O)O)c2)c1[N+](=O)[O-],0.0%
CCSCCOC(=O)C1=C(C)NC2=C(C(=O)CC(c3ccccc3)C2)C1c1ccc(C)cc1 (stereo not drawn),20.0%
COc1ccc(/C=C2/N=C(c3ccc(Br)cc3)OC2=O)cc1,4.0%
COc1ccc(NC(=O)c2ccc(F)cc2)cc1Cl,0.0%
CCCCNC(=O)c1nn2c(c1Cl)NC(c1ccccc1)CC2C(F)(F)F (stereo not drawn),0.0%
CCOc1ccc(NC(=O)Nc2ccccc2)cc1,6.0%
CC(C)Oc1ccc(C/C(N)=N/n2cnnc2)cc1,6.0%
O=C1/C(=C/c2ccc(Cl)cc2Cl)SC(=S)N1c1ccc(Br)cc1,11.0%
CCc1cc(C)cc(OCCOc2ccc(/C=N/n3cnnc3)cc2)c1,18.0%
COc1ccccc1C(=O)Nc1ccc(-c2nc3cc(C)ccc3o2)cc1,0.0%
C=C(C)CN(CC)C1CCN(Cc2ccccc2)CC1,0.0%
Cc1ccc(N(CC(=O)N2CCOCC2)S(=O)(=O)c2ccc(F)cc2)cc1,1.0%
CCN1C(=O)C2(OCCO2)c2cc([N+](=O)[O-])ccc21,14.0%
O=C(O)CCCc1nc2ccccc2s1,10.0%
Cc1c(Cc2ccccc2)c(=O)oc2c(C)c(OC3CCCCC3=O)ccc12 (stereo not drawn),10.0%
Cc1ccc(/C(O)=C2\C(=O)C(=O)N(c3ccc(O)cc3)C2c2ccccc2F)cc1 (stereo not drawn),3.0%
CCOc1ccc(NC(=S)NC(=O)c2ccccc2)c([N+](=O)[O-])c1,11.0%
COc1ccc(N(CC(=O)Nc2cc(C)cc(C)c2)S(C)(=O)=O)cc1,0.0%
O=C1NC(=O)N(c2cccc(F)c2)C(=O)/C1=C/c1cnc(-c2ccccc2)nc1,6.0%
COc1ccc(OCCOCCOc2ccc(OC)cc2)cc1,5.0%
COc1ccc(/C(C)=N/NC(=O)C(C)Sc2ccc(Cl)cc2)cc1Br (stereo not drawn),22.0%
CS(=O)(=O)N(CC(=O)Nc1ccc(Cl)c(Cl)c1)c1ccc(Cl)cc1,8.0%
CC(C)CC(=O)NC(NC(=S)Nc1cccc(Br)c1)C(Cl)(Cl)Cl (stereo not drawn),5.0%
Cc1cccc(N2C(=O)/C(=C/c3ccc(C(C)C)cc3)SC2=S)c1,8.0%
N#Cc1c(NC(=O)CSc2ccccc2)sc2c1CCCC2,1.0%
COC(=O)C1=C(C)N=C2SC(Cc3ccc(Br)cc3)C(=O)N2C1c1ccc(OC)cc1 (stereo not drawn),3.0%
Cc1ccc(C(=O)N/C(=C\c2ccc(C(C)C)cc2)C(=O)NCCCN2CCOCC2)cc1,0.0%
Cc1ccc(NC(=O)CCC(=O)OCC(=O)c2ccccc2)cc1,4.0%
O=C(Nc1nnc(-c2ccccc2)s1)c1ccc(Cl)c(S(=O)(=O)N2CCOCC2)c1,11.0%
O=C(CN(c1ccc(F)cc1)S(=O)(=O)c1ccccc1)NCc1ccco1,0.0%
C=CCOc1cc(Br)c(/C=C2\C(=O)NC(=O)N(c3ccc(C)cc3)C2=O)cc1OC,0.0%
Cc1cc(O)c(NC(=O)/C=C/c2ccc(Cl)cc2Cl)cc1C,28.0%
COc1ccc(C(NC(=O)c2ccccc2F)c2ccc(OC)c(OC)c2)cc1 (stereo not drawn),0.0%
Nc1ncc(Cc2ccccc2[N+](=O)[O-])s1,0.0%
NC(=O)Cc1nc2ccccc2[nH]1,6.0%
CC(Oc1ccccc1)C(=O)Nc1ccccc1F (stereo not drawn),17.0%
O=C(CCCOc1ccccc1)Nc1ccc(Cl)c(Cl)c1,4.0%
CCOC(=O)CCN1C(=O)/C(=C/c2ccc(Cl)cc2Cl)SC1=S,14.0%
CC(C)C12CN3CC(C(C)C)(CN(C1)C3c1c(O)ccc3ccccc13)C2=O (stereo not drawn),21.0%
CCOc1ccccc1OCCOc1ccc(Cl)cc1C,23.0%
COc1ccc(C(=O)NCCOc2cc(C)cc(C)c2)cc1OC,37.0%
CCOC(=O)C1=C(C)N=c2s/c(=C\c3cc(I)c(OC)c(OC)c3)c(=O)n2C1c1ccc(C)cc1 (stereo not drawn),18.0%
CN(C)CCNCCP(=O)(c1ccccc1)c1ccccc1,6.0%
CCc1ccc(OCCCCCN2CCOCC2)cc1,1.0%
# (continued)
SMILES,RNase H inhibition
COc1ccc(Br)cc1/C=C/C(=O)Nc1ccc(N2CCOCC2)c(Cl)c1,13.0%
COc1cc(NC(=O)c2nn3c(c2Br)NC(c2cccs2)CC3C(F)(F)F)c(OC)cc1Cl (stereo not drawn),0.0%
COc1ccc(C)cc1NC(=O)c1cc(C(F)(F)F)cc(C(F)(F)F)c1,5.0%
CCC(CC)C(=O)NC12CC3CC(CC(C3)C1)C2,13.0%
CC(=O)NS(=O)(=O)c1ccc(NC(=O)/C=C/c2cccc([N+](=O)[O-])c2)cc1,0.0%
Cn1cnnc1SCC(=O)n1c2ccccc2c2ccccc21,9.0%
COc1cc(Br)cc(/C=C2/C(=O)N=C(N)N2C)c1O,24.0%
COc1ccc([N+](=O)[O-])cc1NC(=O)c1cccnc1,0.0%
COc1ccc(C(=O)NC(=S)Nc2ccc([N+](=O)[O-])cc2Cl)cc1,36.0%
O=C(O)c1ccc(Oc2cccc([N+](=O)[O-])c2)cc1C(=O)O,12.0%
Cc1ccc(OCC(=O)Nc2ccc(Cl)cc2C)c(Br)c1,3.0%
CC(C)(C)c1nnc(NC(=O)c2cccs2)s1,13.0%
CCOC(=O)c1ccc(N=Cc2cccc(Cl)c2Cl)cc1,19.0%
O=[N+]([O-])c1cccc(CNC2CCCCCC2)c1,4.0%
CCOC(=O)c1cccc(NC2C=CS(=O)(=O)C2)c1 (stereo not drawn),7.0%
COc1cc(/C=C2\C(=O)NN(c3ccc(Cl)c(Cl)c3)C2=O)c([N+](=O)[O-])cc1OC,24.0%

# Bioassay records from PubChem BioAssay.

# This is a subset. The share of hits here may be higher or lower than overall.
